High-throughput results as filed in PubChem.
TWEAK-Fn14 inh: blocks TWEAK-Fn14 interaction in a reporter cell assay. TWEAK-stimulated Fn14 reporter cells, luciferase luminescence, 8 h. inhibition, % at 10 µM. actives 2% (n = 360,000). AID 1159606; in the data active = inhibition above about 50%
NR2E3 ag-1: activates human NR2E3 receptor; Q9Y5X4; CHO-S Gal4-NCOR/VP16-NR2E3 two-hybrid, luciferase; inhibition of corepressor binding, % at 3.98 µM; actives 0.35% (n = 360,000); AID 602229;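 active = inhibition above the mean of all tested compounds plus 3 SD, cut at about 70% in these data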;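 note: 0% = DMSO with NR2E3 transfected cells and 100% = cells lacking NR2E3 construct; higher means lower luciferase signal from less NR2E3 corepressor binding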
Target sequence (Q9Y5X4 whole entry, looked up, the tested form may be a part): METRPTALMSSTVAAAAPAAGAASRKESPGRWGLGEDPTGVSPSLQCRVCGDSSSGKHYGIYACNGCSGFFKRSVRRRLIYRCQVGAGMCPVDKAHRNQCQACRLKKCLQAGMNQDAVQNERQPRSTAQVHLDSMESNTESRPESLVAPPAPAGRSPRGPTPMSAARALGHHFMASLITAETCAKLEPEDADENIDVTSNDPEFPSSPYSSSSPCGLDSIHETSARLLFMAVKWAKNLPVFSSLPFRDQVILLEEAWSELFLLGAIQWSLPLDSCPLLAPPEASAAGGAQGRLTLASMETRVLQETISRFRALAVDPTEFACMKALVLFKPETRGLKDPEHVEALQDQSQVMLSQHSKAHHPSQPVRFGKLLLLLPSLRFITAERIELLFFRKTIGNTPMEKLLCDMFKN
iPSC survival up: hiPSC single-cell survival enhancement; survival enhancement, % at 20 µM; ATPlite luminescence; 100% = ROCK inhibitor wells, 0% = DMSO; actives 0.044% (n = 360,000); in the data active = survival enhancement above about 18%;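 note: cells exposed to compounds for 16 hours before the ATP read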
MITF TRPM1 inh: inhibitors of MITF-driven TRPM1 promoter in melanoma cells. inhibition, % at 12.5 µM. AID 488899. actives 0.83% (n = 330,000). SK-MEL-5 TRPM1 promoter luciferase, 24 h;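 active = mean inhibition across replicates of 60% or more, whatever share of single replicates reaches that level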; note: values of inactives mirror those of a sister screen read the other way
Shn3 3UTR inh: Schnurri-3 reporter inhibition in Clone20 osteoblasts; AID 588674; Clone20 osteoblast Shn3 3'UTR firefly luciferase, 24 h; inhibition, % at 12.5 µM; actives 0.52% (n = 360,000);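 active = mean inhibition of at least 75% with every replicate also reaching 75%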;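 note: 0% = median of neutral control wells and 100% = pilot-screen positive control compound; some compounds past the cut are filed as inactive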
HIF-2a inh: HIF-2a inhibition. inhibition, % at 18.8 µM. 786-0 RCC cells HIF-2a reporter, luciferase luminescence, overnight. actives 0.72% (n = 360,000);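 active = inhibition of the luminescence signal of 40% or more relative to plate controls, in a single-dose primary screen at 18.75 µM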
KKLEB tox: counter-screen for CF NF-kB inhibitors: cytotoxicity. KKLEB CF airway cells viability, ATPlite luminescence, overnight; active compounds read low; cells stimulated with P. aeruginosa culture filtrate. activity change (cytotoxicity), % at 5 µM. actives 0.36% (n = 360,000). AID 602141;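 active = corrected activity change at or below -50% at 5 µM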
NR2E3 ag-2: NR2E3 (human) agonism; GST-NR2E3/biotin-RetCOR TR-FRET, 1536-well; inhibition of corepressor binding, % at 4.78 µM; actives 0.12% (n = 320,000); AID 2300;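 active = percent inhibition above the cutoff of mean plus 3 SD of all tested compounds, set per screening campaign, cut at about 20% in these data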;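 note: 0% = DMSO wells and 100% = biotin wells as full block of FRET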
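Assay system: NR2E3–RetCOR corepressor complex. Quantity: 1.35 nM GST-NR2E3. Buffer or medium: pH 7.5 Tris-based buffer. Reagent: biotinylated RetCOR corepressor at 7 nM final. Schedule: 5 h at 4 °C. Detection: TR-FRET, emission read at 617 and 671 nm. Replicates: one well per compound, singlicate testing.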
aDG glyco up: alpha-DG glycosylation activation; Pro5-aDG cells, alpha-DG glycosylation AlphaScreen (IIH6); 0% Pro5, 100% B10-LARGE cell signal; activation, % at 10 µM; actives 0.22% (n = 360,000);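 active = activation of at least 8% versus controls, or a plate z-score of at least 8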;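 note: Pro5 are CHO cells carrying HIG-tagged alpha-DG that lacks glycosylation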
CF NFkB block: inhibitors of cystic fibrosis induced NF-kB | KKLEB NF-kB-GFP reporter, PAF-induced, GFP fluorescence overnight | actives 0.86% (n = 360,000) | AID 588850 | inhibition, % at 5 µM;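 active = at least 50% inhibition at 5 µM, scaled per plate between neutral and stimulator controls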;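 note: PAF is a Pseudomonas aeruginosa culture filtrate used as stimulus; plate controls were PAF-stimulated DMSO wells for no effect and unstimulated DMSO wells for full effect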
Peg3 prom inh: reduces Peg3 promoter-driven luciferase expression in HeLa; HeLa PEG-Prom luciferase reporter, luminescence, overnight; inhibition, % at 20 µM; actives 1.7% (n = 360,000); AID 588405;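 active = inhibition of at least 50% at 20 µM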
Starred values were filed as active, the others as inactive; · = no result given.

SMILES	TWEAK-Fn14 inh	NR2E3 ag-1	iPSC survival up	MITF TRPM1 inh	Shn3 3UTR inh	HIF-2a inh	KKLEB tox	NR2E3 ag-2	aDG glyco up	CF NFkB block	Peg3 prom inh
CN(c1nc(-c2ccc(Br)cc2)cs1)C1CCS(=O)(=O)C1 (centres undefined)	-23	-88	2.8	-46	-43	-250	5	3	-0.2	-12	-174
COc1ccc(NC(=O)CN(C)C(=O)Cc2c[nH]c3ccccc23)cc1	-3	-3	0.6	7	-5	13	1	-1	-0.2	20	-8
COc1cccc(CC2(CO)CCCN(Cc3cn[nH]c3-c3ccccc3)C2)c1 (centres undefined)	2	3	-0.9	-8	-5	11	2	-2	0.4	2	6
CC(C(=O)NCc1ccccc1)N1C(=O)CN(C)C(=O)c2ccccc21 (centres undefined)	-3	-3	5.4	12	-4	14	10	-2	0.1	-10	14
Cn1ccnc1SCC(=O)Nc1cccc2ccccc12	2	-9	-0.5	-14	-31	-37	1	-2	0.1	-5	-24
Cn1c(=O)c(-c2ccccc2[N+](=O)[O-])c(Cl)c2ccccc21	2	6	1.2	9	5	14	2	2	0.0	-4	16
O=C(C1CCC(=O)N1Cc1ccccc1Cl)N1CCN(c2cccc(Cl)c2)CC1 (centres undefined)	0	28	-2.6	-18	2	24	17	1	0.2	-10	-1
COc1ccc(C(=O)NCCc2nnc3ccc(SCC(=O)NCc4ccccc4)nn23)cc1	-33	13	-0.4	0	12	13	-4	3	-0.3	11	8
Cc1ccc(NC(=S)NN(C)c2cc(C)nc(C)n2)cc1	7	-17	-0.7	2	22	-5	-4	2	-0.1	9	-22
COCCN(C(=S)Nc1cccc(OC)c1)C1CCN(C(C)=O)CC1	7	-5	-1.6	-12	-12	12	6	2	-0.1	1	8
COc1ccc(C2C3C(=O)N(N(C)c4ncc(C(F)(F)F)cc4Cl)C(=O)C3ON2C)cc1 (centres undefined)	-1	7	0.1	-1	-2	16	0	-1	-0.1	4	7
COc1ccc(OCC(=O)Nc2ccc3c(c2)nc(CCN2CCN(c4ccccn4)CC2)n3C)cc1	5	6	-2.6	·	5	-5	25	·	0.4	-27	6
O=C(CSc1ncccc1-c1nc2ccccc2[nH]1)NC1CC1	53*	-5	-2.2	-5	1	-30	2	-2	0.0	-2	-2
CCOC(=O)NC(=O)CSc1nnc(C2CC2)n1Cc1ccco1	5	-2	-1.5	6	7	16	-9	1	0.2	9	1
N=c1c2c3c(sc2ncn1Nc1ccccc1)CCC3	-7	-5	-0.8	·	16	-6	-2	0	0.4	-3	-46
COCCNC(=O)C1(C)CCCN(Cc2cccc(OC(=O)c3ccccc3)c2)C1 (centres undefined)	5	-25	2.4	·	-12	8	17	·	-0.1	-13	-14
CC1CN(C(=S)Nc2ccccc2C(F)(F)F)CC(C)O1 (centres undefined)	5	-2	-0.5	5	3	15	7	2	0.2	0	20
Cc1ccc(C2=[N+]([O-])C3(CCCCC/C3=N\O)N(O)C2(C)C)o1 (centres undefined)	6	13	-1.2	-2	1	4	2	-1	-0.1	-6	8
CC(=O)Oc1cccc(N2C(=O)c3ccccc3C2=O)c1	17	-7	-0.3	-4	-16	13	-5	-2	0.0	17	6
Cc1nn(C)c(C)c1NC(=O)COc1ccc(Cl)cc1Br	22	17	-0.6	18	58	12	8	-4	0.1	-11	11
Cn1cccc1C(=O)NCC1CCCCC1	10	-36	-0.4	-25	3	-15	5	-3	-0.1	-11	-22
NC(=O)c1ccccc1NS(=O)(=O)Cc1ccccc1	-18	-30	-0.6	6	-27	-18	-6	3	0.1	-2	-33
CCCc1nc2ccccc2c(C(=O)O)c1CC	-10	-6	3.4	7	3	22	6	1	-0.1	3	2
CS(=O)(=O)Nc1ccccc1C(=O)N1CCOCC1	-12	-24	-1.4	2	-4	9	5	4	1.8	-7	7
CCc1c(C)nc2[nH]nc(-c3ccccc3)n2c1=O	0	-31	-0.3	-1	-53	-85	-6	2	-0.1	-9	-58

14 entries out of the list, ordered by heavy-atom count, largest number first:
SMILES	TWEAK-Fn14 inh	NR2E3 ag-1	iPSC survival up	MITF TRPM1 inh	Shn3 3UTR inh	HIF-2a inh	KKLEB tox	NR2E3 ag-2	aDG glyco up	CF NFkB block	Peg3 prom inh
COc1ccc(OCC(=O)Nc2ccc3c(c2)nc(CCN2CCN(c4ccccn4)CC2)n3C)cc1	5	6	-2.6	·	5	-5	25	·	0.4	-27	6
COc1ccc(C(=O)NCCc2nnc3ccc(SCC(=O)NCc4ccccc4)nn23)cc1	-33	13	-0.4	0	12	13	-4	3	-0.3	11	8
COc1ccc(C2C3C(=O)N(N(C)c4ncc(C(F)(F)F)cc4Cl)C(=O)C3ON2C)cc1 (centres undefined)	-1	7	0.1	-1	-2	16	0	-1	-0.1	4	7
COCCNC(=O)C1(C)CCCN(Cc2cccc(OC(=O)c3ccccc3)c2)C1 (centres undefined)	5	-25	2.4	·	-12	8	17	·	-0.1	-13	-14
O=C(C1CCC(=O)N1Cc1ccccc1Cl)N1CCN(c2cccc(Cl)c2)CC1 (centres undefined)	0	28	-2.6	-18	2	24	17	1	0.2	-10	-1
CC(C(=O)NCc1ccccc1)N1C(=O)CN(C)C(=O)c2ccccc21 (centres undefined)	-3	-3	5.4	12	-4	14	10	-2	0.1	-10	14
COCCN(C(=S)Nc1cccc(OC)c1)C1CCN(C(C)=O)CC1	7	-5	-1.6	-12	-12	12	6	2	-0.1	1	8
CCOC(=O)NC(=O)CSc1nnc(C2CC2)n1Cc1ccco1	5	-2	-1.5	6	7	16	-9	1	0.2	9	1
Cn1c(=O)c(-c2ccccc2[N+](=O)[O-])c(Cl)c2ccccc21	2	6	1.2	9	5	14	2	2	0.0	-4	16
Cc1ccc(NC(=S)NN(C)c2cc(C)nc(C)n2)cc1	7	-17	-0.7	2	22	-5	-4	2	-0.1	9	-22
NC(=O)c1ccccc1NS(=O)(=O)Cc1ccccc1	-18	-30	-0.6	6	-27	-18	-6	3	0.1	-2	-33
CCc1c(C)nc2[nH]nc(-c3ccccc3)n2c1=O	0	-31	-0.3	-1	-53	-85	-6	2	-0.1	-9	-58
CCCc1nc2ccccc2c(C(=O)O)c1CC	-10	-6	3.4	7	3	22	6	1	-0.1	3	2
Cn1cccc1C(=O)NCC1CCCCC1	10	-36	-0.4	-25	3	-15	5	-3	-0.1	-11	-22

New compounds follow.
SMILES	TWEAK-Fn14 inh	NR2E3 ag-1	iPSC survival up	MITF TRPM1 inh	Shn3 3UTR inh	HIF-2a inh	KKLEB tox	NR2E3 ag-2	aDG glyco up	CF NFkB block	Peg3 prom inh
O=C(COC(=O)C12CC3CC(CC(O)(C3)C1)C2)NC(=O)NCc1ccco1	14	-3	3.2	-1	-11	2	0	-1	0.3	0	-4
O=C(c1ccc(-n2cnnn2)cc1)N(C1CCCCC1)C1CCCCC1	10	-11	-0.4	8	-6	12	2	2	-0.4	-9	15
Cc1c(S(=O)(=O)NCCc2ccccc2)c(=O)n(C)c(=O)n1C	-13	3	-0.5	-7	7	14	14	1	0.3	-12	3
CCOC(=O)c1c(-c2ccc(OC)cc2)oc2ccc(O)cc12	32	-14	0.1	-5	-5	-10	-9	-5	-0.1	2	3
COc1cc(C2SCC(=O)N2Cc2ccccc2)ccc1O (centres undefined)	1	4	0.3	-8	-21	8	5	1	0.2	1	0
COc1ccc(Nc2ncc(C(=O)N3CCC(C(N)=O)CC3)c3ccccc23)cc1	9	-16	2.4	-10	1	2	7	0	0.0	-8	-1
COc1ccc(C(=O)O/N=C(\C)c2nccs2)cc1	-16	-4	0.2	-3	10	-15	-7	1	-0.3	-18	-26
CCOC(=O)c1sc(=NC(=O)c2ccc(S(=O)(=O)N(C)c3ccccc3)cc2)n(C)c1C	-16	16	-0.7	2	2	16	-17	3	0.3	32	9
CC(C)C[C@@H](CN=[N+]=[N-])N1CCN(Cc2ccccc2)CCC1=O	-5	-7	-2.5	6	-3	9	9	5	0.0	-6	6
Cn1cccc1CC(=O)NNC(=S)Nc1ccc(F)cc1	-7	2	0.0	-12	5	-31	-6	-4	-0.6	0	-2
COc1cc(NC(=O)C2(C)CCCN2C)cc(OC)c1OC (centres undefined)	-9	11	2.4	·	1	5	-7	·	0.1	0	4
O=C(NCc1ccncc1)c1csc([C@@H]2C[C@H](O)[C@@H](CO)O2)n1	3	-3	-0.9	·	-23	4	-1	·	-0.1	17	5
O=C(N/N=C/c1cccc(O)c1)c1cc(-c2ccc3c(c2)OCO3)n[nH]1	-1	-47	1.3	3	-7	-91	6	-1	-0.4	-1	-72
O=C(O)CCn1c(O)c(C=C2N=c3ccccc3=N2)sc1=S	91*	-12	-0.4	38	16	48*	0	-1	0.4	-7	6
CCOC(=O)CNC(=S)SC	3	-21	-0.1	-2	-18	18	-15	0	0.1	4	1
O=C(c1ccc(COc2c(F)c(F)cc(F)c2F)o1)N1CCN(c2ccccc2)CC1	-19	-11	0.3	5	-12	16	3	3	0.2	5	6
OCCc1c[nH]c2ccccc12	-10	17	-1.1	7	2	17	-10	-3	0.0	10	3
CCc1ccc(NC(=S)N2CCN(S(=O)(=O)c3ccccc3)CC2)cc1	1	-26	-0.6	1	-1	-5	-14	·	0.0	11	8
Cc1ccc(C(=O)NCCN2CCN(C(=O)c3ccc(C)c(C)c3)CC2)cc1C	-3	5	-0.4	1	6	10	4	·	0.2	-4	-6
CCCCn1c(N)c(N(CCC(C)C)C(=O)COC(=O)c2sccc2C)c(=O)[nH]c1=O	-5	-22	1.0	12	-7	-1	0	4	-0.1	5	-7
Oc1ccc(C[C@@H]2CNCCN2CCc2cccc(F)c2)cc1	2	-17	-2.4	-5	6	-5	-7	3	-0.3	-13	-1
CCc1nnc(NC(=O)CSc2nc3cc(OC)ccc3cc2C)s1	-2	-2	3.1	17	7	20	13	1	0.6	12	22
O=C1OCCN1C(=O)[C@H]1[C@H](c2ccccc2)C(c2ccccc2)=NN1c1ccc(Br)cc1	25	-20	1.3	-2	10	-14	0	·	0.2	12	21
O=C(N/N=C/c1ccccn1)c1ccc2nc[nH]c2c1	43	-9	0.3	-7	12	14	-6	1	0.3	33	5
CC(C)CCN1CCN(Cc2cnc(N3CCCC3)s2)CC1CCO (centres undefined)	-1	10	0.1	13	5	-1	5	1	0.2	6	7
CC(=O)c1cn(C)c(=O)[nH]c1=O	-21	-13	1.4	2	5	9	-14	-3	-0.5	-7	8
CCOC(=O)CNC(=O)CSc1nnc(NC(=O)c2ccc(C)cc2)s1	68*	-8	-0.9	42	34	45*	-18	-2	0.4	7	36
Cc1ccc(NC(=O)COC(=O)CCC2CCCC2)cc1S(=O)(=O)N1CCOCC1	10	12	1.0	5	10	6	2	·	0.0	12	-9
COc1cccc(NC(=O)CN(C)C(=O)c2cc(-c3ccccc3)nc3ccccc23)c1	20	-2	-0.3	-4	-80	11	-4	-1	-0.1	-30	50
